EPAC2 antag – EPAC2 (human) antagonism; Q8WZA2; 360,000 tested, 0.18% active; EPAC2 GEF exchange of Rap1B-BODIPY-GDP, fluorescence; Potency, µM (top dose mostly 114 µM), without a hit: top-dose activity, negative = inhibition, hits mostly inhibitors; note: % is set by controls: 0 for no effect and ±100 for the full control effect; nearly all actives have a fitted effect of over 45% in size; many of its hits are not listed in these tables
FUS suppressor – FUS proteinopathy suppression in yeast; S. cerevisiae FUS-expressing, growth rescue, OD600, 24 h; Potency, µM (highest dose often 76.6 µM), inactives show at the top dose growth rescue (activation), hits mostly activators; AID 1347120; 390,000 tested, 0.24% active;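 note: plate controls were DMSO vehicle for no effect and reference control for full effect; nearly all actives have a fitted effect of over 55% in size; some results filed as inactive show a strong effect at the top dose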
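Cultures pregrown in 2.5% raffinose medium are shifted to minimal medium containing 2% galactose to express toxic FUS. Compounds are tested at several concentrations. After 24hr at 30C, growth is quantified at 600 nm absorbance.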
TDP43 rescue – rescues yeast growth from TDP-43 toxicity; TDP-43 expressing yeast growth rescue, BacTiter-Glo, 24 h; Potency, µM (doses to about 46.1 µM), for the others: at the top dose growth rescue (activation), actives largely listed as activators; 410,000 tested, 1.8% active; AID 652104; note: % of control where 0% means no effect; nearly all actives have a fitted effect of over 50% in size
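Galactose-induced TDP-43 yeast, OD600=0.02, compound pinned; 24 hr, 30 deg C; BacTiter-Glo luminescence for growth. Inhibitors of TDP-43 toxicity read as activators.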
PTHR1 agonist – agonists of human PTHR1 parathyroid hormone receptor; Q03431; HEK293 GP2 PTHR1 cells, GloSensor cAMP luminescence, 1 h; Potency, µM (top dose mostly 115 µM), inactives show at the top dose activation, usual class: activators; 410,000 tested, 0.075% active; note: nearly all actives have a fitted effect of over 55% in size; some results filed as inactive show a strong effect at the top dose; inactives centre near -15; many of its hits are not listed in these tables
Target sequence (Q03431 whole entry, looked up): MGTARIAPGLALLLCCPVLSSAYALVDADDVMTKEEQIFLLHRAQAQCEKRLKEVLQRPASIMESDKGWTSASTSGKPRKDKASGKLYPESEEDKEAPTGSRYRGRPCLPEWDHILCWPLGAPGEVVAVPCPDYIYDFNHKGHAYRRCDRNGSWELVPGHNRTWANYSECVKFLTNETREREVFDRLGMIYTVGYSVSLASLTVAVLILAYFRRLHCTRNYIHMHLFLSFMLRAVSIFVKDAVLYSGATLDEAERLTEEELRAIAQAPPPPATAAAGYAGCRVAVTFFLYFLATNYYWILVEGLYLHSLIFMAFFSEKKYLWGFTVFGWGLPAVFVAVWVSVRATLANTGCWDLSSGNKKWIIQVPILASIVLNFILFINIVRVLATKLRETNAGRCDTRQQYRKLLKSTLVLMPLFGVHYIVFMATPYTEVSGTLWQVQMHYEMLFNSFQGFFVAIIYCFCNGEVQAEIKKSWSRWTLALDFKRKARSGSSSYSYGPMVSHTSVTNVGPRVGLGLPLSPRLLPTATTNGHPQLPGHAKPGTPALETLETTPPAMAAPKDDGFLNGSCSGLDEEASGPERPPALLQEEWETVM
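HEK-293-derived GP2 cells expressing PTHR1 and a GloSensor cAMP reporter, 3,000/well, plated overnight, given luciferin plus IBMX (each 0.5 mM as added) for 1 h at 37 °C, then compound for 1 h at 37 °C. Luminescence was read after 15 min at room temperature.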
aSyn yeast inh – inhibitors of alpha-synuclein toxicity in yeast; Yeast expressing alpha-synuclein, growth rescue, BacTiter-Glo, 24 h; Potency, µM (series often up to 46.1 µM), inactives show top-dose growth rescue (activation), most hits filed as activators; 370,000 tested, 0.14% active; AID 652106; note: % of control where 0% means no effect; nearly all actives have a fitted effect of over 65% in size
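Screening used galactose-induced yeast with toxic alpha-synuclein levels, exposed to compound for 24 hr at 30 deg C. Cell growth, read with BacTiter-Glo luminescence, gave the measured signal.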
EPAC1 antag – blocks human EPAC1 exchange factor. Potency, µM (titrated, usually from 115 µM), without a hit: top-dose activity change, negative = inhibition, usual class: inhibitors. O95398. EPAC1 GEF assay, Rap1b-BODIPY-GDP exchange fluorescence. 360,000 tested, 0.14% active. AID 720709;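 note: plate controls were vehicle for no effect and positive control for full effect; nearly all actives have a fitted effect of over 50% in size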
EPAC2 agonist – EPAC2 (human) agonism; EPAC2 activation, biochemical qHTS; response scale: 100% = 6.5 mM cAMP response; 360,000 tested, 0.079% active; Potency, µM (series often up to 154 µM), for inactives: top-dose activation, actives largely listed as activators; note: nearly all actives have a fitted effect of over 50% in size
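Exchange assay: 100 nM EPAC2 with 250 nM Rap1B-BODIPY-GDP and 50 uM GDP. Fluorescence (ex 480/em 540 nm) read every 5 min for 30 min at room temperature. Data normalized to 6.5 mM cAMP as agonist control.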
EPAC1 agonist – agonists of human EPAC1. EPAC1 agonist qHTS, biochemical assay; response scale: 100% = response to 6.5 mM cAMP. Potency, µM (top dose mostly 154 µM), for the others: at the highest dose activation, actives largely listed as activators. O95398. AID 720707. 360,000 tested, 0.073% active; note: nearly all actives have a fitted effect of over 60% in size
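Nucleotide exchange by EPAC1 (100 nM) on Rap1B–BODIPY-GDP (250 nM) in the presence of 50 uM GDP is tracked fluorescently at 480/540 nm over 30 min. Signals are normalized to a 6.5 mM cAMP control.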
An asterisk follows results filed as active; i = inactive; ? = inconclusive; . = not tested or not shown; & = joins results of further samples; [ ] = remark or other dose. Calls come from the whole dose curve; as a rule, active = well fitted curve in the direction sought with a large enough effect; inconclusive = small, poorly fitted or top-dose-only effect, or another doubt; inactive = no such curve, though single readings can be large; an effect the other way counts as inactive or inconclusive. Potency is the fitted concentration of half-maximal effect. Not all compounds are listed; the hit share may differ from the screen's.

1. O=C(N[C@@H](Cc1ccc(O)cc1)C(=O)O)c1ccc(C(F)(F)F)cc1
2. CN(Cc1ccccc1)c1oc(-c2ccco2)nc1C#N
3. O=C(Nc1cccc(NC(=O)c2ccc3c(c2)OCO3)c1)c1ccccc1
4. CCC(C)c1ccc(NC(=S)NCc2ccccc2OC)cc1 (stereo not drawn)
5. Cc1ccc(NC(=O)C2CCN(C(=O)c3ccc(F)cc3)CC2)nc1
6. COc1ccc(OC)c(Nc2nc(-c3sc(N)nc3C)cs2)c1
7. O=C(/C=C/c1cccc([N+](=O)[O-])c1)N1CCN(c2ccc(F)cc2)CC1
8. O=C(N/N=C/c1ccc(OC(=O)c2cccc(F)c2)cc1)c1cccnc1
entry no.	1	2	3	4	5	6	7	8
TDP43 rescue	-5%	?	19%	5%	-23%	-19%	-3%	17%
EPAC2 antag	-5%	3%[57.1 µM]	?	10%	0%	-5%	1%	-9%
FUS suppressor	3%	-1%	15%	6%	8%	?	.	20%
EPAC1 antag	4%	-6%	-17%	5%	5%	-3%	-10%	1%
aSyn yeast inh	0%	-5%	-3%	17%	1%	-18%	0%	4%
EPAC2 agonist	0%	10%	5%	11%	-7%	22%	-3%	-1%
EPAC1 agonist	0%	4%	5%	-1%	-2%	14%	-1%	-8%
PTHR1 agonist	i	-6%[57.5 µM]	-9%	-44%	-17%	i	-34%	-24%

9. Clc1ccc(-c2nc3cc(CN4CCCCC4)ccc3o2)cc1
10. CCN1CCN(c2cc(C(C)C)nc3c(-c4ccccc4)c(C)nn23)CC1
11. O=C(c1ccc(Br)o1)N1N=C(c2ccc(Cl)cc2)CC1c1ccco1 (stereo not drawn)
12. CC(Sc1nc(-c2ccccc2)cc(C(F)(F)F)n1)C(=O)N1CCC(C(N)=O)CC1 (stereo not drawn)
13. COC(=O)c1ccc(CN(Cc2ccc(C(=O)OC)o2)C(C)(C)C)o1
14. Cc1cc(-c2nn(-c3ccccc3F)cc2CNCCc2cnc[nH]2)c(C)s1
15. COCCN(CC(=O)Nc1cccc(C)c1C)C(=O)/C=C/c1ccc2c(c1)OCCO2
16. Cc1cn([C@H]2C[C@H](O)[C@@H](/C=C/C(=O)NCc3ccccc3)O2)c(=O)[nH]c1=O
entry no.	9	10	11	12	13	14	15	16
TDP43 rescue	-16%	-15%	3%	-14%	5%	7%	6%	18%
EPAC2 antag	-7%	0%	-10%	1%	0%	-6%	-3%	10%
FUS suppressor	8%	9%	26%	16%	.	-4%	0%	-13%
EPAC1 antag	-8%	-13%	-13%	-2%	3%	-16%	-6%	-1%
aSyn yeast inh	-1%	-3%	12%	3%	1%	2%	0%	?
EPAC2 agonist	11%	17%	9%	6%	3%	9%	20%	2%
EPAC1 agonist	7%	1%	12%	12%	1%	2%	8%	3%
PTHR1 agonist	-9%	i	i	i	i	i	i	-20%

17. CCCCC(C(=O)NC1CCCC1)N(C(=O)c1snc(C(N)=O)c1N)c1ccc(OCC)cc1 (stereo not drawn)
18. CN1/C(=C\C=O)C(C)(C)c2ccccc21
19. C=CCn1c(N/N=C/c2ccc(O)cc2)nc2ccccc2c1=O
20. O=C1OCC2=C1C(c1ccc(F)cc1)c1cc3c(cc1N2)OCO3 (stereo not drawn)
21. C[C@@H]1CN([C@@H](C)CO)C(=O)CCCn2nncc2CO[C@@H]1CN(C)C(=O)Nc1ccccc1
22. CCCN1C(=O)/C(=C/c2cc(C)n(C)c2C)SC1=Nc1ccc(OC)cc1
23. Cc1nnc(SCc2ccccn2)n(N)c1=O
24. Cc1nn(C)c(C)c1NS(=O)(=O)c1ccc(Cl)s1
entry no.	17	18	19	20	21	22	23	24
TDP43 rescue	-2%	9%	?	7%	17%	-12%	-8%	4%
EPAC2 antag	-23%	3%	-9%	2%	7%	0%	-1%	6%
FUS suppressor	-20%	21%	-12%	1%	-19%	42%	-16%	2%
EPAC1 antag	-4%	6%	2%	4%	15%	10%	3%	9%
aSyn yeast inh	-5%	-3%	2%	0%	4%	13%	3%	-6%
EPAC2 agonist	-1%	15%	4%	-5%	1%	0%	12%	13%
EPAC1 agonist	8%	11%	7%	3%	3%	8%	7%	12%
PTHR1 agonist	-38%[inhibitor]	-1%	i	i	-10%	-19%[57.5 µM]	i	-15%

25. COc1ccc(/C(C)=N/N2CCCCC2)c(O)c1
26. O=C(COC(=O)c1ccc(Cl)nc1)NCc1ccc2c(c1)OCO2
27. COc1ccc(Cl)cc1NC(=O)c1nc2nc(C)cc(C(F)F)n2n1
28. CCCOC(=O)/C(=C\c1ccc([N+](=O)[O-])o1)NC(=O)c1ccccc1
29. Cc1ccc(S(=O)(=O)c2cc3c(=O)n4cccc(C)c4nc3n(CCc3ccccc3)c2=N)cc1C
30. O=C(Nc1cc(S(=O)(=O)Nc2ccccc2F)ccc1Cl)c1ccc(F)cc1F
31. CCN(CC)CCNS(=O)(=O)c1ccc(C(=O)NN)cc1
32. CCn1c(=O)c2c(nc(SCC(=O)NC3CCCC3)n2C)n(C)c1=O
entry no.	25	26	27	28	29	30	31	32
TDP43 rescue	-7%	9%	16%	27%	5%	-7%	.	-9%
EPAC2 antag	-21%	-1%	2%	0%	9%	7%	7%	-7%
FUS suppressor	-17%	16%	-27%	37%	-18%	-5%	14%	4%
EPAC1 antag	4%	3%	-4%	-5%	-10%	0%	2%	-30%
aSyn yeast inh	0%	-9%	-1%	-6%	-1%	-2%	7%	3%
EPAC2 agonist	3%	-4%	-2%	0%	8%	7%	4%	1%
EPAC1 agonist	-12%	1%	-4%	0%	11%	2%	-3%	6%
PTHR1 agonist	-6%	i	-22%	-16%	i	-21%	-9%	-43%[inhibitor]

33. CC(C)OC(=O)NCCOC(=O)Nc1ccc(Cl)c(Cl)c1
34. O=C(O)c1ccc(CN2C[C@@H](CO)O[C@@H](n3cnc4c(NCc5ccco5)ncnc43)C2)cc1
35. O=C(NCC(=O)N(Cc1ccco1)C(C(=O)NC1CCCCC1)c1cccnc1)c1ccco1 (stereo not drawn)
36. CCCOc1ccc(C(=O)NCc2cccnc2)cc1
37. CC1(C)N=C(N)N=C(N)N1c1ccc(OCCCOc2ccccc2)c(Cl)c1
38. CC1Cc2ccccc2N1C1=CC(=O)CCC1 (stereo not drawn)
39. C[C@@H]1ON(C)[C@H]2C[C@H]3c4cc(N5CCOCC5)ccc4CCN3C(=O)[C@@H]12
40. O=[N+]([O-])c1ccc(F)cc1OCc1cccc(S(=O)(=O)N2CCOCC2)c1
entry no.	33	34	35	36	37	38	39	40
TDP43 rescue	11µM*	28%	4%	0%	-8%	5%	-2%	22%
EPAC2 antag	-3%	14%	9%	8%	7%	1%	2%	15%
FUS suppressor	-5%	-1%	6%	-17%	-22%	-4%	-17%	15%
EPAC1 antag	0%	2%	5%	12%	-7%	-7%	-3%	-14%
aSyn yeast inh	9%	-1%	-8%	?	-2%	0%	7%	-3%
EPAC2 agonist	-7%	-1%	-11%	5%	8%	1%	10%	6%
EPAC1 agonist	-3%	5%	-5%	-3%	0%	3%	-8%	18%
PTHR1 agonist	-19%	-25%	-10%[57.5 µM]	-22%[57.5 µM]	?	-19%	-20%	0%

41. COc1ccc(Cl)cc1NC(=O)CN(C)C(=O)c1cc2ccccc2cc1O
42. CCC(=O)N1CCN(c2ccc(NC(=O)c3ccc(C#N)cc3F)cc2Cl)CC1
43. COCC(C)Nc1nc(C)c(C(C)=O)s1 (stereo not drawn)
44. Cc1ccc(CN2CCN(c3cccc4[nH]ccc34)CC2)cc1
45. O=C(O)C1CC=CCC1C(=O)N1CCN(c2nc(-c3ccccc3)c3ccccc3n2)CC1 (stereo not drawn)
46. CCSc1nnc2ccc(-c3ccc(OC)c(OC)c3)nn12
47. COc1cc(OC)cc(C(=O)Nc2ccc3c(c2)OCCO3)c1
48. O=C1CC(C(=O)O)c2ccccc2N1 (stereo not drawn)
entry no.	41	42	43	44	45	46	47	48
TDP43 rescue	?	-5%	11%	2%	-9%	15%	-21%[1.82 µM]	0%
EPAC2 antag	-11%	3%	4%	-2%	-3%	8%	1%	-6%
FUS suppressor	39%	3%	-30%	0%	.	15%	6%&-5%	18%
EPAC1 antag	-22%	7%	3%	-4%	-24%	-24%	-4%	0%
aSyn yeast inh	10%	-3%	2%	-5%	7%	-6%	-14%&-22%	1%
EPAC2 agonist	1%	3%	4%	12%	0%	2%	-8%	9%
EPAC1 agonist	8%	4%	-9%	4%	-3%	-16%	6%	10%
PTHR1 agonist	i	-14%	-8%	i	-21%	i	-23%&-22%	-3%[57.5 µM]

49. O=C(O)CC1(Cc2nc(-c3cccs3)no2)CCCC1
50. Cc1cccc(C(=O)OC(C)CN2CCCC2)c1 (stereo not drawn)
51. CCN(CC)CCOc1ccc2c(c1)C(=NO)c1cc(OCCN(CC)CC)ccc1-2
52. C=CCc1ccccc1Oc1cc(F)nc(N)n1
53. COc1ccc(NC(=O)NCCCN2CCCCC2C)cc1 (stereo not drawn)
entry no.	49	50	51	52	53
TDP43 rescue	?	1%	-16%	6%	25%
EPAC2 antag	20%	-15%	-7%	-18%	11%
FUS suppressor	-6%	-13%	-7%	-13%	.
EPAC1 antag	-6%	3%	-1%	-6%	10%
aSyn yeast inh	-35%[inhibitor]	2%	-2%	-19%	0%
EPAC2 agonist	6%	-3%	10%	3%	7%
EPAC1 agonist	-13%	0%	14%	0%	6%
PTHR1 agonist	?	-17%	i	i	i

Some of the entries above in another layout.
#31 CCN(CC)CCNS(=O)(=O)c1ccc(C(=O)NN)cc1
  TDP43 rescue: .; EPAC2 antag: 7%; FUS suppressor: 14%; EPAC1 antag: 2%; aSyn yeast inh: 7%; EPAC2 agonist: 4%; EPAC1 agonist: -3%; PTHR1 agonist: -9%
#12 CC(Sc1nc(-c2ccccc2)cc(C(F)(F)F)n1)C(=O)N1CCC(C(N)=O)CC1 (stereo not drawn)
  TDP43 rescue: -14%; EPAC2 antag: 1%; FUS suppressor: 16%; EPAC1 antag: -2%; aSyn yeast inh: 3%; EPAC2 agonist: 6%; EPAC1 agonist: 12%; PTHR1 agonist: i
#53 COc1ccc(NC(=O)NCCCN2CCCCC2C)cc1 (stereo not drawn)
  TDP43 rescue: 25%; EPAC2 antag: 11%; FUS suppressor: .; EPAC1 antag: 10%; aSyn yeast inh: 0%; EPAC2 agonist: 7%; EPAC1 agonist: 6%; PTHR1 agonist: i
#33 CC(C)OC(=O)NCCOC(=O)Nc1ccc(Cl)c(Cl)c1
  TDP43 rescue: 11µM*; EPAC2 antag: -3%; FUS suppressor: -5%; EPAC1 antag: 0%; aSyn yeast inh: 9%; EPAC2 agonist: -7%; EPAC1 agonist: -3%; PTHR1 agonist: -19%

Bioassay records (PubChem)
